D2 antag: antagonizes the human D2 dopamine receptor | P14416 | HEK293 TREx D2 cells, calcium flux, dopamine EC80 | inhibition, % at 10 µM | 340,000 tested, 2% active | AID 485344; in the data active means inhibition above about 30%; further: 0% is about no effect
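Cells plated overnight at 30 C with tetracycline; no-wash calcium dye, 30–90 min RT; 10 s baseline; compound pinned; 180 s read; EC80 dopamine added; another 180 s read.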
D2 PAM: D2 dopamine receptor (human) potentiation. potentiation, % at 10 µM. HEK293 T-REx D2, calcium flux, EC20 dopamine potentiation. 340,000 tested, 0.34% active. AID 485347;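 active means potentiation over 3 SD above the plate norm, cut at about 30% in these data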; further: 0% is about no effect
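Cells plated with tetracycline inducer and held overnight at 30 C; calcium dye loaded 30–90 min at room temperature; baseline taken, compound added and read 180 s; EC20 dopamine then added and read 180 s.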
D1 antagonist: human D1 dopamine receptor antagonism; P21728; HEK293 TREx D1 cells, calcium flux, dopamine EC80; stronger effect = lower value; activity change, negative = inhibition, % at 10 µM; 360,000 tested, 3.2% active; in the data active means activity change below about -30%; further: on the % scale 0 is the no-effect control and ±100 the full control effect
Target sequence (P21728 whole entry, looked up): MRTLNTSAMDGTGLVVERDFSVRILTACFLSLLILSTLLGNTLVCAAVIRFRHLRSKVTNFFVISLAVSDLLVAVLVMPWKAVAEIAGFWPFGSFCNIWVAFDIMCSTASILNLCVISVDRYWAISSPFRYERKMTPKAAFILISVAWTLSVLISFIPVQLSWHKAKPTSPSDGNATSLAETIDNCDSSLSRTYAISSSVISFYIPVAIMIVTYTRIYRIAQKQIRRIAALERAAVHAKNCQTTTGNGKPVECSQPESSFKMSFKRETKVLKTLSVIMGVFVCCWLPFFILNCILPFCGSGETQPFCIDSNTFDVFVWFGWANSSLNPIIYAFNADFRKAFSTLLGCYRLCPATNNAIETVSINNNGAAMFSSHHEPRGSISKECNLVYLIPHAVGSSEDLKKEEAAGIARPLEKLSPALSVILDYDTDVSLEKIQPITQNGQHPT
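Using tetracycline-induced force-coupled D1 Hek293 cells and a calcium dye, signals were followed for 180 s after compound, then for 180 s after EC80 dopamine, to detect inhibitors.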
RXFP1 antagonist: antagonists of human relaxin receptor RXFP1 | HEK293-RXFP1, relaxin-stimulated cAMP HTRF, 30 min; stronger effect = lower value | 350,000 tested, 0.59% active | AID 1259400 | Q9HBX9 | activity change, negative = inhibition, % at 57.5 µM;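 active means activity change of -60% or lower, but not beyond a set lower limit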; further: on the % scale 0 is the no-effect control and ±100 the full control effect
TRHR PAM: allosteric enhancers of human TRH receptor; P34981; TRHR cells, fluo-8 calcium fluorescence, EC20 TRH enhancement; enhancement, % at 2 µM; 360,000 tested, 0.66% active; AID 493056; in the data active means enhancement above about 30%; further: 0% is about no effect
Target sequence (P34981 whole entry, looked up): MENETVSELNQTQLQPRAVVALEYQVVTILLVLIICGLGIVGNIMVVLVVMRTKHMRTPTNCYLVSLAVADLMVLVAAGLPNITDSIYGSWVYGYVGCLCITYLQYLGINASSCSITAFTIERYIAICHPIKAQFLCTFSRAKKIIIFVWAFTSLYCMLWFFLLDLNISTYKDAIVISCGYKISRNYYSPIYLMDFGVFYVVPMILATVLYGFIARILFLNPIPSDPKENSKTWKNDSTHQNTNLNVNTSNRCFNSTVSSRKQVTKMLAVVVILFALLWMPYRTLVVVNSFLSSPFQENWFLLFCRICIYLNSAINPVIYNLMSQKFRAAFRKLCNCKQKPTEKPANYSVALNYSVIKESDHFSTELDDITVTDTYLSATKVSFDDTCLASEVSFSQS
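Enhancer read-out: after compound pinning and an initial kinetic agonist-mode read, an EC20 of TRH (10 nM final) was injected and fluo-8 calcium signal (Ex 480/Em 530) followed at 1 s/cycle for 100 cycles in TRHR-expressing cells.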
TRHR ag: activates the human TRH receptor | activation, % at 2 µM | TRHR cells, calcium flux fluo-8, FDSS agonist mode | AID 493084 | 360,000 tested, 0.18% active; further: 0% is about no effect
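TRHR-expressing cells loaded with fluo-8 calcium dye; 23 nL library compound pin-transferred, kinetic FDSS fluorescence (Ex 480/Em 530) recorded about 180 s for agonist-induced calcium release, before a 10 nM TRH EC20 addition for potentiator mode.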
D1 PAM: human D1 dopamine receptor positive modulation. HEK293 TREx D1 cells, calcium flux, dopamine EC20 potentiation. potentiation, % at 10 µM. 360,000 tested, 0.036% active; in the data active means potentiation above about 30%; further: 0% is about no effect
D2 ag: agonists of human D2 dopamine receptor | P14416 | HEK293 T-REx D2 cells, calcium flux agonist mode | activation, % at 2 µM | 340,000 tested, 0.53% active;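 active means activation over 3 SD above normal in the single-dose calcium agonist read, cut at about 30% in these data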; further: 0% is about no effect
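Calcium-flux readout, 1 cycle/sec over 180 s following compound pin transfer, in inducible HEK293 Trex D2 cells (force-coupled); dopamine controls included. Positive calcium responses during this window marked compounds as potential agonists.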
D1 agonist: human D1 receptor agonism; 360,000 tested, 1% active; HEK293 T-REx D1 cells, calcium flux, agonist mode; activation, % at 2 µM; further: 0% is about no effect
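Inducible HEK293 T-REx D1 cells, force-coupled to calcium signalling, were plated at 4000 cells/well with tetracycline and held overnight at 30 C. After no-wash calcium dye loading, compound-evoked calcium rise over 180 s flagged agonists.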
* marks the source's active call; other numbers are inactive results; . = no result given. Unless noted, no stated cut-off is given here; in the data, active means activation above about 30%; inactive means the rest.

structure,D2 antag,D2 PAM,D1 antagonist,RXFP1 antagonist,TRHR PAM,TRHR ag,D1 PAM,D2 ag,D1 agonist
CNc1oc(/C=C/c2cccc(OC)c2)nc1C#N,-1,-3,2,-2,-13,-0.2,3,1.0,7
O=c1c2ccccc2[nH]c(=S)n1CCN1CCCC1,16,2,0,-5,-1,0.2,-3,1.6,-1
Cc1cc(-c2ccc(C)c(S(=O)(=O)N(C)c3ccc(C)c(C)c3)c2)on1,.,1,-26,-40,-7,0.4,-5,0.6,9
Cc1ccc(O)c(-c2cc(C(=O)Nc3ccc(S(=O)(=O)N4CC(C)OC(C)C4)cc3)[nH]n2)c1 (configuration not stated),6,-2,-1,-16,-4,0.0,-2,0.2,4
Fc1ccccc1NC(=S)NCc1ccc2c(c1)OCO2,11,-3,-23,-4,2,-0.5,0,-0.5,3
COc1cc(C(=O)NC(=S)Nc2nc(-c3ccc(F)cc3)cs2)cc(OC)c1OC,-8,-4,11,-17,1,0.0,-7,0.3,5
O=C(O)c1cc(Br)ccc1NN=C1CCCCC1,15,3,6,1,9,-0.4,0,-1.4,1
CCS(=O)(=O)C(=C(Nc1ccc(OC)cc1)Nc1ccc(OC)cc1)S(=O)(=O)CC,.,.,3,-6,4,-0.7,-1,.,0
CC(C)CCNC(=O)c1onc(CSc2ccc(Cl)cc2)c1C(=O)NCCC(C)C,-22,3,-4,.,0,2.0,-2,0.5,20
CCOc1ccc(C(=O)Nc2c3c(nn2-c2ccc(C)cc2)CS(=O)C3)cc1OCC (configuration not stated),19,-1,6,-1,42*,0.1,-5,0.5,2
O=C(CNC(=O)c1ccccc1)OCc1cccc(Br)c1,26,1,.,4,0,-1.2,-6,-0.6,3
CCOC(=O)C1CCCN(Cc2ccc(OCC)cc2)C1 (configuration not stated),28,-27,-1,10,-1,0.6,-12,42*,2
Clc1ccc(Nc2nc(NCCN3CCOCC3)nc(N3CCOCC3)n2)cc1,1,-10,5,-13,0,-0.6,-1,-0.3,-4
O=[N+]([O-])c1ccc(O)c(/C=N\N=C2c3ccccc3-c3ccccc32)c1,6,-3,-27,7,-7,2.2,-5,10,25
COc1ccccc1CCNC(C)CCc1ccc(O)cc1 (configuration not stated),3,-18,-6,-1,-1,-0.3,-8,41*,9
CCCCn1c(CNC(=O)C(C)(C)C)nc2ccccc21,-14,-4,-5,3,1,-0.8,4,-1.4,1
COc1ccc(C(=O)N/N=C\c2ccoc2)cc1,24,-16,-3,-12,-6,-0.1,-4,-0.6,0
NC(=O)Cn1cnc(-c2ccccc2)c1,-13,16,13,-3,4,-0.1,3,-0.3,1
COCCn1c(N)c(C(=O)NCc2cccs2)c2nc3ccccc3nc21,.,.,1,-5,-3,0.6,-3,.,2
Nc1cccc2c1C(=O)N(C(=O)c1cccc(S(=O)(=O)N3CCCC3)c1)C2=O,10,2,3,-3,4,-0.7,2,0.6,6

Already shown: 2 of the compounds above.
structure,D2 antag,D2 PAM,D1 antagonist,RXFP1 antagonist,TRHR PAM,TRHR ag,D1 PAM,D2 ag,D1 agonist
COCCn1c(N)c(C(=O)NCc2cccs2)c2nc3ccccc3nc21,.,.,1,-5,-3,0.6,-3,.,2
Nc1cccc2c1C(=O)N(C(=O)c1cccc(S(=O)(=O)N3CCCC3)c1)C2=O,10,2,3,-3,4,-0.7,2,0.6,6

More entries follow.
structure,D2 antag,D2 PAM,D1 antagonist,RXFP1 antagonist,TRHR PAM,TRHR ag,D1 PAM,D2 ag,D1 agonist
COc1ccc(-n2cc(-c3ccccc3)c3c(N4CCN(CCO)CC4)ncnc32)cc1,11,12,-36*,-20,-2,3.8,-13,1.3,17
Cc1ccc(NC(=O)CCn2c(=O)[nH]c3ccsc3c2=O)cc1F,-11,20,3,3,7,-2.2,-4,-2.4,2
Nc1nnc(SCc2ccccc2)n1-c1ccccc1,.,.,-21,-6,-8,-0.2,-3,.,10
OC[C@H]1O[C@@H](n2cnc3c(NC4CCCC4)ncnc32)[C@H](O)[C@@H]1O,-18,-12,9,.,19,0.8,-2,1.5,1
COc1ccc(NS(=O)(=O)c2ccc(NC(=O)c3ccccc3)cc2)nn1,0,-11,-1,10,-10,-0.9,-1,-0.2,1
CCOC(=O)c1ccc(N/C=C/C(=O)C(C)(C)C)cc1,3,1,1,-10,-9,0.6,-1,0.2,1
O=c1[nH][nH]c(=O)n1-c1ccccc1,3,1,9,3,3,-0.1,8,0.7,0
COc1ccc(NC(=S)N(CCCN2CCCC2)Cc2cccn2Cc2ccc(Cl)cc2)cc1Cl,6,-20,5,-13,-12,0.4,-13,1.0,10
Cc1ccnc2nc(C(=O)Nc3ccc4c(c3)OCO4)nn12,12,10,6,2,15,-0.5,-2,-0.2,2
Cc1ccc(S(=O)(=O)N(CCO)c2cc3c(s2)CCCC3)cc1,-7,.,2,-13,-2,-0.5,-4,-1.8,2
FC(F)(F)c1ccccc1CN1CCN(C2CCCCCC2)CC1,44*,-32,-2,-9,5,-0.1,0,-0.5,9
CCC(C)NC(=O)C(=O)NCc1ccccn1 (configuration not stated),2,-6,10,-18,0,0.3,6,0.4,3
CCCN(CCC)S(=O)(=O)c1ccc(C(=O)N2CCn3c4c(c5cc(C)ccc53)CCCC42)cc1 (configuration not stated),.,3,2,-6,1,1.0,-3,.,0
COc1ccc(CCNC(=O)c2ccc([N+](=O)[O-])cc2)cc1,4,-5,-1,6,-6,-0.5,-3,-1.7,2
Cc1ccc(-n2c(SCCN)nnc2-c2cccc(C)c2)cc1,-24,-16,6,-10,4,-0.5,4,0.7,4
CCOC(=O)c1cccc(NS(=O)(=O)c2cc3c(cc2C)NC(=O)CO3)c1,.,6,-46*,7,-6,0.0,-4,0.4,1
Cc1ccc(CCNC(=O)C2CCCN(c3ncnc4c3nc3n4CCCCC3)C2)cc1 (configuration not stated),-9,-10,12,-13,2,-0.7,-6,-2.2,0
CC(C)NC(=O)COC(=O)c1cc(Br)ccc1Cl,-7,-2,11,-2,18,-0.2,-4,-0.7,1
Cc1cc(C)n(-c2ccc(C(=O)NCC(c3ccco3)N3CCCC3)cc2)n1 (configuration not stated),-5,-16,1,-2,4,1.5,-1,1.0,5
O=C(COC(=O)COc1ccccc1F)NCCc1ccc(F)cc1,-20,-7,-20,-7,8,0.0,-1,0.7,0

structure,D2 antag,D2 PAM,D1 antagonist,RXFP1 antagonist,TRHR PAM,TRHR ag,D1 PAM,D2 ag,D1 agonist
Cc1ccc(C)c(NS(=O)(=O)c2ccc3c(c2)n(C)c(=O)n3C)c1,.,16,-11,-6,0,0.0,-1,-0.7,2
COc1ccc(NC(=O)C2CCN(S(=O)(=O)c3ccc(C)cc3)CC2)cc1OC,-6,2,0,31,7,-0.9,0,0.4,1
C/C(=N\NC(=O)c1c(Br)cnn1C)c1ccc(NC(=O)c2ccc(F)cc2)cc1,-2,0,3,-8,0,-0.4,-3,-0.5,1
C=CCc1ccccc1Oc1cc(OC)nc(N)n1,.,.,-4,-6,1,-0.1,-7,.,2
O=C(CN1C(=O)C2CC=CCC2C1=O)NCC1COc2ccccc2O1 (configuration not stated),3,4,6,-1,0,0.1,-2,-0.6,3
CCCCN(c1ccccc1)S(=O)(=O)c1ccc2c(c1)CC(C)N2C(=O)C1CC1 (configuration not stated),.,-7,-13,-27,2,0.3,0,.,6
O=C(O)/C=C/c1cc(F)c(S(=O)(=O)N2CCN(S(=O)(=O)c3ccc4c(c3)OCCO4)CC2)cc1F,.,.,-1,.,-4,-2.2,-8,.,-1
COc1ccccc1C(=O)N/C(=N/c1nc(C)cc(C)n1)Nc1ccccc1,9,10,10,-2,-1,0.0,4,0.8,1
Cc1ccc(C(=O)OCC(=O)NCCNC(=O)COC(=O)c2ccc(C)o2)o1,-7,-9,0,1,-2,0.0,-5,-0.5,1
CN(Cc1ccccc1NS(=O)(=O)c1ccc2ccccc2c1)C1CCCCC1,-9,-9,6,-19,-1,1.1,-6,0.6,1
CC(NC(=O)CSc1nnc(-c2cccnc2)n1N)c1ccccc1 (configuration not stated),-13,-9,.,0,4,-0.1,-4,-0.4,1
C=CCn1c(NCc2cc(C)ccc2O)nc2ccccc21,-2,-6,-5,2,1,0.4,.,0.9,12
COc1ccccc1/C=C/C(=O)Oc1cccc2cccnc12,-5,0,.,0,-5,-0.3,2,-0.1,-2
O=c1c2cc(Cl)ccc2nc(-c2ccccc2Cl)n1O,-2,-2,1,-5,11,0.0,-1,0.1,1
CCOc1ccc(NC(=O)CN2CCN(CC(=O)Nc3cc(OC)cc(OC)c3)CC2)cc1,-7,7,3,-6,20,-1.5,-5,0.6,0
COc1cc2sc(C)nc2c2ccccc12,-34,6,6,9,3,0.1,4,1.2,0
O=C(NNc1nc(-c2ccccc2)c2cc(Br)ccc2n1)c1ccc(S(=O)(=O)N2CCCCC2)cc1,-3,7,17,.,1,0.4,1,1.4,0
COc1ccc(C(=O)OCc2cc3cccc(C)c3[nH]c2=O)cc1,5,4,-10,7,6,-0.9,-3,-1.1,1
O=C(N/N=C/c1c[nH]c2ccccc12)c1cc2ccccc2o1,-9,-25,-10,-1,2,-1.1,-2,-0.6,2
COc1ccc(N=Nc2nc3cc(Br)c(Br)cc3n2C)c(OC)c1,0,-2,-12,-8,-2,55*,-5,33*,88*

3 compounds from above, sorted by the value under TRHR ag, descending.
SMILES	D2 antag	D2 PAM	D1 antagonist	RXFP1 antagonist	TRHR PAM	TRHR ag	D1 PAM	D1 agonist
COc1ccc(N=Nc2nc3cc(Br)c(Br)cc3n2C)c(OC)c1	0	-2	-12	-8	-2	55*	-5	88*
Cc1ccc(C(=O)OCC(=O)NCCNC(=O)COC(=O)c2ccc(C)o2)o1	-7	-9	0	1	-2	0.0	-5	1
C/C(=N\NC(=O)c1c(Br)cnn1C)c1ccc(NC(=O)c2ccc(F)cc2)cc1	-2	0	3	-8	0	-0.4	-3	1

(listing goes on)
structure,D2 antag,D2 PAM,D1 antagonist,RXFP1 antagonist,TRHR PAM,TRHR ag,D1 PAM,D2 ag,D1 agonist
O=C(CCc1nc(-c2ccccc2)no1)Nc1cccc(C(=O)NC2CC2)c1,-8,11,8,-7,0,-0.1,4,-0.4,2
CCCCOC(=O)NC1(C)CCS(=O)(=O)C1 (configuration not stated),8,-6,24,9,5,0.3,0,-0.9,1
COC(=O)c1ccc(COc2ccccc2/C=C(\C#N)C(=O)Nc2ccc(C)cc2)cc1,-25,10,7,-9,5,1.1,0,-0.4,4
CCC(=O)c1ccccc1OCCN1C(=O)NC(C)(C)C1=O,22,-2,12,-8,7,0.4,2,0.0,2
C/C(=N\Nc1nncc2ccccc12)c1ccc(OCC(=O)N(C)C)cc1,-5,17,3,-2,4,-2.0,2,-2.4,1
Cc1csc(CN(C)C(=O)c2cn(Cc3cccc4ccccc34)nn2)n1,15,4,-7,-5,-1,-1.2,-2,-0.2,5
CCOc1cc(NC(=S)NCCOC)c(OCC)cc1NC(=O)c1cccs1,.,.,-5,13,-13,-0.9,0,.,4
Cn1c(SCCOc2ccccc2Cl)nnc1-c1cccs1,13,-3,-1,26,3,-0.7,-2,-2.6,6
COc1ccc(NC(=O)CSc2nnc(-c3ccccc3C)n2C)cc1,2,-1,1,41,-5,-0.1,2,-0.6,1
COC(=O)c1cccc(S(=O)(=O)N2CCCCC2)c1,-5,-4,-10,1,-4,-0.2,-1,-0.1,1
CCOc1ccc(NC(=O)CSC2=NCCN2)cc1,3,-7,-18,-4,-3,-0.1,-3,-0.3,3
